Wnt bcat act = activates Wnt/beta-catenin signaling in a reporter cell assay. activation, % at 9.35 µM. activator, plate reader. actives 1.2% (n = 300,000); in the data active means activation above about 30%, passing the limit was not always enough; inconclusive means no clear call, values can overlap the other calls;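 further: 0% = neutral control wells and 100% = positive control wells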
phage Ecoli inh = E. coli growth loss with phage present; growth absorbance; inhibition, % at 11.9 µM; actives 0.26% (n = 360,000); in the data active means inhibition above about 11%
AddAB inh = less growth of phage-infected E. coli with AddAB. E. coli expressing H. pylori AddAB, absorbance growth. inhibition, % at 11.9 µM. actives 0.29% (n = 330,000). AID 435030; in the data active means inhibition above about 12%;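 further: 0% = vehicle wells of infected cells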
PfHsp90 set2 = reduces growth (ATP signal) of yeast expressing P. falciparum Hsp90 | S. cerevisiae expressing PfHsp90, BacTiter-Glo ATP, 48 h; yeast lacking PDR1 and PDR3 efflux regulators | inhibition, % at 9.4 µM | actives 0.32% (n = 310,000) | AID 504621;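 active means every replicate shows inhibition above about 80%, whatever the replicate mean, limit read from the data; inconclusive means mean inhibition reaches the set limit but some replicate falls short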;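 further: 0% = DMSO neutral controls and 100% = 20 µM radicicol positive controls; yeast relying on Plasmodium falciparum Hsp90 in place of its own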
E coli growth = bacterial growth inhibition, counter-screen for AddAB inhibitors; E. coli V3065 growth, OD600 absorbance, 18 h; inhibition, % at 11.9 µM; actives 0.27% (n = 330,000);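 active means inhibition above the campaign's mean inhibition across all tested compounds plus 3 SD, cut at about 9.9% in these data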;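 further: uninfected addAB+ strain grown without phage in ampicillin broth; 0% = DMSO wells and 100% = ciprofloxacin 0.95 µg/ml wells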
PvdQ acylase = blocks Pseudomonas aeruginosa PvdQ acylase activity. purified PvdQ acylase, fluorescence plate reader. inhibition, % at 10 µM. actives 0.063% (n = 340,000); in the data active means inhibition above about 30%, passing the limit was not always enough; inconclusive means no clear call, values can overlap the other calls;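 further: 0% = vehicle neutral wells and 100% = reference inhibitor wells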
DAGLB inhibitor = blocks human DAGLB lipase activity | Q8NCG7 | HEK293T DAGLB membrane lysate, EnzChek fluorogenic substrate | inhibition, % at 5.17 µM | actives 0.059% (n = 340,000); in the data active means inhibition above about 34%;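 further: 0% = enzyme with vehicle and 100% = wells lacking enzyme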
Target sequence (Q8NCG7 whole entry, looked up): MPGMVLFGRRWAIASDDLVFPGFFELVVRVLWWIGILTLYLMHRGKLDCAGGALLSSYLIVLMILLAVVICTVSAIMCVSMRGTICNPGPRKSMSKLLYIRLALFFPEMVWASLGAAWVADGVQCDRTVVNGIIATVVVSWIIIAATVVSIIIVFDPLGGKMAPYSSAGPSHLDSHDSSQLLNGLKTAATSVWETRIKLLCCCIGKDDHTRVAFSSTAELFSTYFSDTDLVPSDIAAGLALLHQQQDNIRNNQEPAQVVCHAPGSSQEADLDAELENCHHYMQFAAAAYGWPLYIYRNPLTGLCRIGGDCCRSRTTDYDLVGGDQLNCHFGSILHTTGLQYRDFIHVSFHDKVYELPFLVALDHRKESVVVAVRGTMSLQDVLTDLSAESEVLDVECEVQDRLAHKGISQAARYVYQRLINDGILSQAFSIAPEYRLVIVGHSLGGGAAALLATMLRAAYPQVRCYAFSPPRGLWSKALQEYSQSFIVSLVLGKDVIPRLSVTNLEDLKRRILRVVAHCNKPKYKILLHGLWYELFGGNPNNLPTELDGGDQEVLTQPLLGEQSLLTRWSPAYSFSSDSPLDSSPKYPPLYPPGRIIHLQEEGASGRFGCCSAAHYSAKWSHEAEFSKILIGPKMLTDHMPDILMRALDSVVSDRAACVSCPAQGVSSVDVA
CAL PDZ FP = human CAL PDZ-peptide interaction inhibition; purified CAL PDZ, TMR-peptide fluorescence polarization, 1 h; actives 0.02% (n = 330,000); AID 504414; inhibition, % at 20 µM;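 active means highest replicate inhibition of at least 40%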;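 further: plate controls were DMSO neutral control wells for no effect and unlabeled competitor peptide control wells for full effect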
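Assay system – tagged CAL PDZ protein CerCALP, purified · Timing – 1 h at RT · Compound – single point, 20 µM · Measured by – fluorescence polarization from S- and P-plane intensities, G-factor corrected · Evaluation – inhibition from polarization loss · Probe or stimulus – TMR reporter peptide T*-PRC34 · Buffer or medium – pH 7.4 phosphate-saline buffer, reducing agent, detergent, IgG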
Tat export inh = inhibitors of E. coli Tat protein transport; inhibition, % at 10 µM; E. coli MC4100 TorA-mCherry Tat export, fluorescence; actives 0.036% (n = 340,000);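 active means mean replicate inhibition at least 50% and at least half of replicates individually reaching 50%; inconclusive means only one of the two criteria met; inactive means neither criterion met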;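 further: exported cargo escapes ClpAP degradation while cytoplasmic cargo is degraded and loses fluorescence; 0% = median of neutral control wells and 100% = median of NaSCN control wells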
Rtt109 HAT inh = blocks Candida albicans Rtt109/Vps75 acetyltransferase activity; purified Rtt109/Vps75, ThioGlo CoA-SH fluorescence, 4 h; inhibition, % at 34.9 µM; actives 0.16% (n = 330,000);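 active means inhibition of at least 50% in every replicate; inconclusive means best replicate reaches 50% inhibition but some replicates fall short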
Target sequence (Q5AAJ8 whole entry, looked up): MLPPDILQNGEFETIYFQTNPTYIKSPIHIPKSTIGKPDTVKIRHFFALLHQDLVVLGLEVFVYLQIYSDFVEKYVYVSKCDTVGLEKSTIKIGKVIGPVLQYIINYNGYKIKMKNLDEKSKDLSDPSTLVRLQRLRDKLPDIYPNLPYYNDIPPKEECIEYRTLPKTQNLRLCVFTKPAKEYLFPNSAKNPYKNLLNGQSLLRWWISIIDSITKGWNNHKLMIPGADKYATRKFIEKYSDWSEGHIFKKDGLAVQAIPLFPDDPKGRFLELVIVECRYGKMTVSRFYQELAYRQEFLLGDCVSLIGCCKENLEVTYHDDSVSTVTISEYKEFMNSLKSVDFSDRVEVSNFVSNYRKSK
The depositor's hits bear a star; ? = inconclusive; . = not tested or not shown.

item | compound | Wnt bcat act | phage Ecoli inh | AddAB inh | PfHsp90 set2 | E coli growth
1 | OCc1ccc2c(c1)c(-c1ccc3c(c1)OCCO3)c(-c1ccccc1)n2-c1ccccc1 | 3 | 2.3 | -0.6 | 12 | -0.2
2 | CC(=O)Nc1ccc(-n2nnnc2SCC(=O)N2CCN(C(=O)c3ccco3)CC2)cc1 | 9 | 2.8 | 2.6 | . | -1.0
3 | CCCn1c(SCC(=O)N2CCOCC2)nnc1-c1ccncc1 | 0 | 1.8 | 3.0 | 3 | 1.8
4 | S=c1c2c(nc3nc[nH]n13)CCC2 | -1 | -1.8 | 0.5 | -6 | 1.6
5 | COC(=O)/C=C1\SC(=Nc2ccc(Cl)c(Cl)c2)NC1=O | 0 | 3.2 | -0.7 | -18 | -3.6
6 | O=C(COc1ccc(Cl)cc1[N+](=O)[O-])NC1CCCCC1 | 0 | 2.7 | 35* | 16 | 20*
7 | COc1ccc(/C=C2/Sc3ccc(C(=O)NCCN4CCCCCC4)cc3NC2=O)cc1 | -1 | -1.9 | 2.2 | 4 | -2.0
8 | CCCCNC(=O)C1CC(=O)N(CCC(C)C)C1 (stereo not drawn) | -4 | 0.1 | 0.6 | 39 | 0.4
9 | Cc1nc(-c2ccc(F)cc2)c(CC(=O)N2CCN(S(=O)(=O)c3ccccc3Br)CC2)s1 | -2 | 0.0 | -0.3 | 40 | 1.0
10 | CCOC(=O)CNC(=O)Cn1cnc2c(oc3ccccc32)c1=O | -4 | 3.0 | 1.4 | 1 | -2.2

item | PvdQ acylase | DAGLB inhibitor | CAL PDZ FP | Tat export inh | Rtt109 HAT inh
1 | -18 | -2 | -1.6 | -5 | -5
2 | 2 | -2 | -0.3 | -10 | 0
3 | -7 | 2 | 0.3 | -8 | -5
4 | -2 | 0 | -0.1 | -5 | 3
5 | -12 | 4 | -1.3 | 0 | -1
6 | 6 | 1 | -1.6 | 3 | 8
7 | 4 | 3 | -0.6 | 15 | 18
8 | -14 | 0 | . | 12 | -2
9 | -13 | -1 | -2.2 | -3 | 1
10 | 15 | -2 | -0.5 | -4 | -28

Later entries
item | compound | Wnt bcat act | phage Ecoli inh | AddAB inh | PfHsp90 set2 | E coli growth
11 | CCN(CC)S(=O)(=O)c1ccc(/C=C/C(=O)OCC(=O)N(C)C)cc1 | -2 | 1.4 | 0.2 | . | -0.9
12 | Cc1ccc(C(=O)NCCn2c(N)c(C#N)c3nc4ccccc4nc32)cc1 | . | 1.3 | -1.8 | 7 | -1.5
13 | Cc1ccc(C(=O)CC(=O)c2ccccc2C)c(O)c1 | 12 | 5.4 | -4.0 | -1 | -1.7
14 | O=C(COC(=O)C1CCCCC1)Nc1ccc(N2CCCCC2)cc1 | . | 2.6 | 4.2 | 9 | 2.1
15 | N#Cc1ccc(CN2CCN(CC(=O)Nc3ccccc3C(=O)NC3CC3)CC2)cc1 | -4 | 0.8 | 4.5 | 10 | -0.3
16 | COC(=O)c1ccc(C(=O)NN)cc1 | 3 | 1.3 | 0.8 | 3 | 0.2
17 | CCN1/C(=C2/SC(=S)NC2=O)Sc2ccccc21 | -3 | 3.6 | 0.2 | 38 | 1.1
18 | CC(=O)Nc1ccc2nc(NC(=O)COc3ccccc3Cl)sc2c1 | 10 | -2.4 | 1.6 | . | 1.4
19 | C=CCNC(=O)C1CCC(C(=O)NCC=C)CC1 (stereo not drawn) | 3 | -1.6 | 0.8 | -10 | 0.6
20 | COc1cccc(N2C(=O)CC(N3CCN(S(=O)(=O)c4ccccc4)CC3)C2=O)c1 (stereo not drawn) | . | -1.0 | -0.2 | 15 | -0.2

item | PvdQ acylase | DAGLB inhibitor | CAL PDZ FP | Tat export inh | Rtt109 HAT inh
11 | 9 | -2 | 31 | -3 | 9
12 | -9 | 0 | -3.4 | -2 | -8
13 | -10 | -7 | 0.2 | -3 | -4
14 | 6 | 0 | -0.3 | 2 | 10
15 | -11 | 0 | -1.9 | 3 | 5
16 | -15 | . | -0.3 | -8 | -8
17 | 7 | 1 | -2.1 | 3 | -2
18 | -12 | 1 | 1.0 | -3 | -2
19 | -14 | 0 | -2.3 | -8 | 2
20 | -14 | -2 | -0.4 | -1 | 2

Remaining list, next part.
item | compound | Wnt bcat act | phage Ecoli inh | AddAB inh | PfHsp90 set2 | E coli growth
21 | CN1CCN(CCC(=O)Nc2ccccc2)CC1 | -1 | 3.4 | 1.0 | 12 | 1.1
22 | COc1ccc(CCNC(=O)CSc2nnc(Cn3c(=O)sc4ccccc43)n2C)cc1OC | -3 | . | 2.8 | . | 2.6
23 | COc1ccc(C(=O)N2CCCC(C(N)=O)C2)cc1S(=O)(=O)N1CCOCC1 (stereo not drawn) | -2 | 1.2 | -1.8 | 15 | -1.9
24 | Clc1ccc(Cn2ccc(C3CC3)n2)cc1 | 7 | 3.5 | 0.3 | -25 | -1.6
25 | Cc1ccc(C(C)NC(=O)c2ccncc2)cc1C (stereo not drawn) | 7 | 0.9 | 1.3 | 28 | 1.4
26 | C[C@H](NC(=O)N1CCn2c1nc1ccccc12)C(=O)NCc1ccc(F)cc1 | -1 | -2.6 | 4.4 | -14 | 2.8
27 | Cc1ccccc1NC(=O)Cc1nc(COC(=O)c2cccnc2Cl)cs1 | -3 | 1.2 | 0.9 | 3 | -0.3
28 | O=C(Nc1ccc(S(=O)(=O)Nc2cnc3ccccc3n2)cc1)c1ccc(Br)o1 | -2 | 4.0 | 0.6 | 5 | 2.5
29 | Cc1cc(C)cc(OCC(=O)NNC(=S)NC(=O)C2CC2)c1 | -3 | -0.9 | -4.5 | ? | -6.0
30 | COCCCNC(=S)N(CCCN(C)C)Cc1cc2cc3c(cc2[nH]c1=O)OCCO3 | -1 | 4.1 | 0.1 | -7 | 1.9

item | PvdQ acylase | DAGLB inhibitor | CAL PDZ FP | Tat export inh | Rtt109 HAT inh
21 | -6 | 1 | 0.5 | -3 | 3
22 | -10 | 4 | -2.6 | -7 | 1
23 | -13 | 0 | 0.4 | 1 | 1
24 | -5 | -2 | -0.6 | -1 | 3
25 | -3 | 0 | -2.3 | -1 | -4
26 | -11 | 0 | 0.1 | 2 | -14
27 | -16 | 3 | -0.1 | -2 | 1
28 | 6 | 3 | -1.1 | -1 | 12
29 | -3 | 0 | -2.8 | -2 | 7
30 | -10 | -2 | 0.6 | -1 | 2

Looked up by compound from the list above, 2 records:
item | compound | Wnt bcat act | phage Ecoli inh | AddAB inh | PfHsp90 set2 | E coli growth
30 | COCCCNC(=S)N(CCCN(C)C)Cc1cc2cc3c(cc2[nH]c1=O)OCCO3 | -1 | 4.1 | 0.1 | -7 | 1.9
28 | O=C(Nc1ccc(S(=O)(=O)Nc2cnc3ccccc3n2)cc1)c1ccc(Br)o1 | -2 | 4.0 | 0.6 | 5 | 2.5

item | PvdQ acylase | DAGLB inhibitor | CAL PDZ FP | Tat export inh | Rtt109 HAT inh
30 | -10 | -2 | 0.6 | -1 | 2
28 | 6 | 3 | -1.1 | -1 | 12

Other records.
item | compound | Wnt bcat act | phage Ecoli inh | AddAB inh | PfHsp90 set2 | E coli growth
31 | O=C(CN(Cc1ccccc1C(F)(F)F)C(=O)CNC(=O)c1ccco1)NC1CCCC1 | -10 | 1.1 | 4.5 | 1 | 2.8
32 | O=C(CNC(=O)C1CCCCC1)NC1=NCCS1 | 0 | 2.1 | 3.8 | 24 | 1.2
33 | CCCCN1CCc2c([nH]c3ccc(C)cc23)C1=O | 37* | -1.7 | 0.0 | -21 | -2.4
34 | Cc1cc2oc(=O)c(CC(=O)O)c(C)c2c2occ(C(C)(C)C)c12 | 0 | 2.4 | -1.6 | -46 | -1.3
35 | CSc1c(CC(=O)NCCO)n(C)c2ccccc12 | 25 | 0.0 | 2.1 | 14 | 0.2
36 | O=C1CSC(=S)N1c1ccc(Cl)c(Cl)c1 | -3 | 2.8 | . | -13 | .
37 | COc1cc(NC(=O)c2cc(-c3ccc4c(c3)OCO4)on2)cc(OC)c1OC | -3 | -3.9 | 0.8 | -29 | -0.1
38 | Cc1ccn2c(-c3csc(NCc4ccco4)n3)c(C)nc2c1 | -5 | 2.4 | 1.6 | 4 | -0.6
39 | O=C(NCCN1CCOCC1)C1CCC(=O)N1Cc1ccccc1Cl (stereo not drawn) | -2 | 1.5 | 0.0 | -10 | 1.4
40 | Cc1ccc([C@@H]2[C@@H]3C(=O)N(C)C(=O)[C@@H]3[C@]3(C)C(=O)N(Cc4ccc(-c5ccccc5)cc4)CC(=O)N23)o1 | -6 | 0.5 | 1.6 | 6 | -0.9

item | PvdQ acylase | DAGLB inhibitor | CAL PDZ FP | Tat export inh | Rtt109 HAT inh
31 | -15 | 1 | -0.7 | 2 | 12
32 | -9 | -1 | -1.9 | -1 | -8
33 | -11 | 1 | -1.0 | 1 | 0
34 | -13 | 2 | -3.2 | -11 | 0
35 | -9 | 0 | -3.3 | 9 | -5
36 | 4 | -1 | -1.0 | -10 | -7
37 | -4 | -4 | -2.5 | 18 | 4
38 | 2 | -1 | 1.3 | -14 | 15
39 | -11 | 1 | -0.8 | -6 | -2
40 | 3 | 0 | 0.3 | -2 | -1

Going on with the list.
item | compound | Wnt bcat act | phage Ecoli inh | AddAB inh | PfHsp90 set2 | E coli growth
41 | Cc1nn(C)cc1S(=O)(=O)NCc1ccc2c(c1)OCO2 | -3 | 0.2 | -1.7 | 1 | -2.9
42 | O=C(O)c1cccc(N2C(=O)/C(=C/c3ccc([N+](=O)[O-])cc3)C=C2c2ccccc2)c1 | . | 5.7 | -0.2 | 29 | 3.0
43 | Cc1ccc(NC(=O)CCC(=O)Nc2nnc(C3CCCCC3)s2)cc1 | -1 | 2.1 | 2.2 | 24 | -0.9
44 | Cn1c(C(=O)N2CCN(Cc3ccc4c(c3)OCO4)CC2)cc2c(=O)n(C)c3ccccc3c21 | -1 | 1.7 | 4.7 | 13 | -2.8
45 | CC(C)c1ccc(N=C2N=C(N)c3ccccc32)cc1 | 49* | 4.4 | 2.0 | 11 | 0.2
46 | COc1ccccc1CN1CCNC(=O)C1CC(=O)NCc1c(C)n[nH]c1C (stereo not drawn) | -1 | 2.0 | 3.3 | 28 | 4.3
47 | Cc1cc2nccc(-c3ccncc3)n2n1 | -4 | 0.9 | 0.5 | -1 | -0.4
48 | NS(=O)(=O)c1cc(C(=O)OCC(=O)Nc2ccc(Cl)cc2[N+](=O)[O-])ccc1Cl | -2 | 2.4 | 2.1 | -6 | -0.9
49 | Cc1ccc(NC(=O)Nc2nnc(Cc3ccc([N+](=O)[O-])cc3)s2)cc1 | 8 | 4.7 | -0.3 | 9 | -0.4
50 | Cc1ccc(NC(=O)c2ccccc2Cl)cc1-n1cnnn1 | 0 | 2.6 | 0.3 | -14 | 1.1
51 | CCn1c(NC(=O)/C=C/c2ccc(F)cc2)nc2ccccc21 | 1 | -0.8 | -1.2 | -38 | -3.1

item | PvdQ acylase | DAGLB inhibitor | CAL PDZ FP | Tat export inh | Rtt109 HAT inh
41 | -8 | 1 | -2.9 | 0 | -2
42 | -11 | 7 | -1.2 | 0 | 3
43 | 9 | 0 | -1.5 | -3 | 14
44 | -1 | 3 | -1.4 | -11 | -8
45 | -1 | -3 | -1.4 | 1 | 3
46 | -12 | 1 | . | 5 | 3
47 | 10 | -1 | 1.3 | -6 | 1
48 | 2 | 0 | -1.9 | 2 | 25
49 | 8 | 0 | -1.1 | -4 | 49
50 | 5 | 2 | -2.4 | -4 | 1
51 | -2 | -1 | -2.4 | 13 | -14

Screening results deposited in PubChem by several laboratories.
